FLuc modulator – counter-screen for miR-21 project: firefly luciferase inhibitors or activators; P08659; purified FLuc, Km substrates, luminescence inhibition; Potency, µM (doses to about 57.5 µM), without a hit: at the top dose activity change, negative = inhibition, most hits filed as inhibitors; actives 6.9% (n = 360,000); AID 588342;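 also: potency is read from the fitted curve at half-maximal effect; plate controls were vehicle for no effect and reference inhibitor for full effect; nearly all actives have a fitted effect of over 55% in size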
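Biochemical qHTS of compounds, final roughly 60 µM downward over six points, against 10 nM purified firefly luciferase using Km concentrations of substrates (10 uM D-luciferin, 10 uM ATP) in Tris acetate pH 7.5 buffer; luminescence output.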
NPC1 promoter act – activators of NPC1 promoter. Huh7 NPC1 promoter luciferase reporter, 24 h. Potency, µM (top dose mostly 9.22 µM), inactives show at the highest dose activation, usual class: activators. actives 2.4% (n = 320,000). AID 485313;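 also: potency is read from the fitted curve at half-maximal effect; % of control where 0% means no effect; nearly all actives have a fitted effect of over 60% in size; reporter is driven by a mutant NPC1 promoter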
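Huh7 reporter cells (NPC1 promoter driving luciferase) are dosed with compound for 24 h at 37 °C, 5% CO2; luciferase detection reagent is then added and luminescence measured after 10 min at ambient temperature.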
RORg inh – ROR gamma (mouse) transcription inhibition; actives 5.4% (n = 310,000); Drosophila S2 Gal4-RORgamma UAS-luciferase reporter, 20 h; AID 2551; Potency, µM (highest dose often 53.6 µM), inactives show top-dose activity change, negative = inhibition, actives largely listed as inhibitors; also: potency is read from the fitted curve at half-maximal effect; % is scaled to controls: 0 for no effect and ±100 for the full control effect; nearly all actives have a fitted effect of over 60% in size
Target sequence (P51450 whole entry, looked up, the tested form may be a part): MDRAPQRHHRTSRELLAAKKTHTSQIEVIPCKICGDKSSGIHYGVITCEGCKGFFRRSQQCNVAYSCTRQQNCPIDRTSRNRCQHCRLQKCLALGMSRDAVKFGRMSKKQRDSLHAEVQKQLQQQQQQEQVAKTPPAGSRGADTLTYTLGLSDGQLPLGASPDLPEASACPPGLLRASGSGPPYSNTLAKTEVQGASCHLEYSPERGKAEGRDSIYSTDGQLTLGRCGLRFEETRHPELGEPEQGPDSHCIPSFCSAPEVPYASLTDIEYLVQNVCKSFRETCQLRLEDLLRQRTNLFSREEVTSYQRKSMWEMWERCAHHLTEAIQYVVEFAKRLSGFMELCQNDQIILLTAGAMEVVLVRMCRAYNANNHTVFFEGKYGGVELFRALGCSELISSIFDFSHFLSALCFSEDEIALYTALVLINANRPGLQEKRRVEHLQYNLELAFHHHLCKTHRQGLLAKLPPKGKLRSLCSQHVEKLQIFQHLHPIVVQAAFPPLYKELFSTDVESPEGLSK
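Read-out: Photinus luciferase luminescence; inhibitors lower reporter signal. Insect Schneider cells with Gal4-ROR gamma fusion under metallothionein promoter, UAS reporter; 700 uM final copper sulfate induction, 20 hr, ambient temperature.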
ELG1 genotoxic – genotoxicity induction in ELG1-luciferase HEK293T cells; HEK293T ELG1-luciferase reporter, luminescence, 16 h; Potency, µM (titrated, usually from 46 µM), inactives show top-dose activity change, positive = activation, most hits filed as activators; actives 1.3% (n = 330,000); AID 504466; also: potency is read from the fitted curve at half-maximal effect; % of control where 0% means no effect; nearly all actives have a fitted effect of over 60% in size
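Genotoxicity was scored as increased ELG1-luciferase reporter signal, measured by ONE-Glo luminescence (30 min, room temperature). Compound or vehicle exposure of the HEK293T reporter cells lasted 16 hr at 37°C.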
Rab9 promoter act – activates the Rab9 promoter | Huh7 Rab9 promoter-luciferase reporter, luminescence, 24 h | Potency, µM (series often up to 9.22 µM), for the others: top-dose activation, negative = inhibition, actives largely listed as activators | actives 2.8% (n = 320,000); also: potency is read from the fitted curve at half-maximal effect; % of control where 0% means no effect; nearly all actives have a fitted effect of over 60% in size
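Rab9 promoter-driven luciferase in stably transfected Huh7 cells; 1500 cells/well rested 2 h, exposed to compound in DMSO for 24 h at 37 °C, 5% CO2. Luminescence read 10 min after adding luciferase reagent at ambient temperature.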
uPA generation – blocks generation of uPA at the cell surface; cell surface uPA generation assay, qHTS; Potency, µM (top dose mostly 38.3 µM), inactives show top-dose activity change, negative = inhibition, actives largely listed as inhibitors; actives 0.31% (n = 330,000); AID 540303; active = well fitted inhibition curve with a large enough effect; inconclusive = small, poorly fitted or top-dose-only effect; inactive = no such curve, though single readings can be large or run the other way; tested in mouse RAW 264.7 cells; also: potency is read from the fitted curve at half-maximal effect; % is scaled to controls: 0 for no effect and ±100 for the full control effect; nearly all actives have a fitted effect of over 55% in size
Giardia kill – kills Giardia lamblia; actives 0.15% (n = 340,000); activity change, % at 7.66 µM, hits read low; Giardia lamblia trophozoite viability; AID 540267; in the data active = activity change below about -80%; inconclusive = between about -30% and that limit;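 also: parasites exposed to compound for two days anaerobically before the ATP read; % is scaled to controls: 0 for no effect and ±100 for the full control effect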
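Giardia trophozoites, 100 cells per well, were exposed to compounds for 48 hrs at 37 deg C under anaerobic conditions; viability was then read as ATP content by bioluminescence after 15-30 min at room temperature.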
VP16 counter – counter-screen for ROR gamma inhibitors: Gal4-VP16 reporter; AID 2546; actives 3.5% (n = 310,000); Potency, µM (doses to about 53.6 µM), for the others: at the highest dose activity, negative = inhibition, most hits filed as inhibitors; Drosophila S2 Gal4-VP16 UAS-luciferase, luminescence, 20 h;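 also: Gal4-VP16 expression switched on by copper sulfate through the metallothionein promoter; potency is read from the fitted curve at half-maximal effect; % is scaled to controls: 0 for no effect and ±100 for the full control effect; nearly all actives have a fitted effect of over 50% in size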
KCNH2 3.1 block – KCNH2 3.1 (human) potassium channel inhibition | U2OS KCNH2 3.1, thallium flux FluxOr; hits give low values | AID 720553 | actives 0.95% (n = 340,000) | activity change, % (tested at about 1.8 µM);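 active = maximum activity change below -70%; inconclusive = maximum activity change from -70% to -50%; inactive = maximum activity change above -50%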;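 also: thallium influx rate constant from kinetic fluorescence after stimulation buffer; % is scaled to controls: 0 for no effect and ±100 for the full control effect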
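Normalized rate constant (relative to positive and negative DMSO controls) derived from a 2 min kinetic fluorescence read after stimulation; U2OS cells expressing the 3.1 isoform via virus at 1.77 x 10^8 /mL.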
FBPA coupling cs – counter-screen for Giardia aldolase inhibitors: coupling enzyme system. coupling enzyme system counterscreen, AmpLite Red fluorescence. activity change, negative = inhibition, % at 58.2 µM, hits read low. actives 0.67% (n = 290,000). AID 2472; in the data active = activity change below about -30%; also: % is scaled to controls: 0 for no effect and ±100 for the full control effect
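Coupling enzymes only (glyceraldehyde-3-phosphate) + compound, at 57.5 uM final, 10 min RT; add substrate/coupling/AmpLite Red mix, 20 min RT; fluorescence ex 525/em 598 nm. Actives flag coupling-system interference.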
Tb PFK inh – inhibitors of T. brucei phosphofructokinase | O15648 | T. brucei PFK, ADP-Glo luminescence | Potency, µM (titrated, usually from 57.5 µM), without a hit: at the highest dose activity, negative = inhibition, hits mostly inhibitors | actives 0.17% (n = 330,000);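 also: potency is read from the fitted curve at half-maximal effect; 0% = uninhibited 1x PFK enzyme wells and -100% = no-enzyme wells; nearly all actives have a fitted effect of over 60% in size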
Target sequence (O15648 whole entry, looked up): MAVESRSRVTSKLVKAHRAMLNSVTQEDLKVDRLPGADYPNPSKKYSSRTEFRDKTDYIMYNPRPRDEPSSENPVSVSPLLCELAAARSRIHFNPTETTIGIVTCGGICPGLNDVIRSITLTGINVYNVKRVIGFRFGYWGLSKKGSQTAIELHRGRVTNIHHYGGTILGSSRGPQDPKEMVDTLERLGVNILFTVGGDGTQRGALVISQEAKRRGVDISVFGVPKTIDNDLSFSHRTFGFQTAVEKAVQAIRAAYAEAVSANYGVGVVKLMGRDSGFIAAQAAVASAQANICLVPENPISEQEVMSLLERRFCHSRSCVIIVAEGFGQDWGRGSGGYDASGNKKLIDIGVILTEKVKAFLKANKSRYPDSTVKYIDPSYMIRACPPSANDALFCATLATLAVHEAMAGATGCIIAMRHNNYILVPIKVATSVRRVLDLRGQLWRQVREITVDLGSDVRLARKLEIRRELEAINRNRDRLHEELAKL
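ADP-Glo luminescence quantified ADP after 45 min at room temperature, with 1.25 nM T. brucei PFK, 0.1 mM ATP and 0.5 mM fructose-6-phosphate in pH 8.0 TEA buffer. qHTS titrations up to 57 µM; curves classified by quality.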
* = called active by the depositor; ? = inconclusive; . = not tested or not shown; & = joins results of further samples; [ ] = remark or other dose. Unless noted, calls follow the shape of the dose curve; as a rule, active = well fitted curve in the direction sought with a large enough effect; inconclusive = small, poorly fitted or top-dose-only effect, or another doubt; inactive = no such curve, though single readings can be large; an effect the other way counts as inactive or inconclusive.

SMILES | FLuc modulator | NPC1 promoter act | RORg inh | ELG1 genotoxic | Rab9 promoter act | uPA generation | Giardia kill | VP16 counter | KCNH2 3.1 block | FBPA coupling cs | Tb PFK inh
Cc1ccc(Cn2ccc(=O)c(OCc3ccccc3)c2C)cc1 | ? | ? | 29% | ? | 25% | -2% | 4 | 17% | 10 | 5 | 0%
CCOC(=O)N1CCN(c2nc(C(F)(F)F)nc3c(C)cc(C)cc23)CC1 | 3% | . | ? | . | . | -5% | -6 | 20µM* | -6 | -2 | .
O=C(Cc1ccc(S(=O)(=O)N2CCOCC2)s1)N1CCN(S(=O)(=O)c2ccc(Cl)cc2)CC1 | 4% | -4% | . | 0% | -15% | -25% | -19 | . | 1 | . | -3%
COc1cccc(NC(=S)/C(=C(\[O-])c2ccc([N+](=O)[O-])cc2)[n+]2ccccc2)c1 | 1% | 2% | 4% | 3% | -1% | 0% | 10 | -2% | -6 | -7 | 1%
CC(NC(=S)NCCc1ccccc1)C(c1cccs1)N1CCN(Cc2ccccc2)CC1 (stereo not given) | 2% | -2% | 5µM* | -4% | -7% | -23% | -14 | ? | -21 | -1 | 0%
CCC(C)N(C(=O)COc1ccccc1C#N)C1CCS(=O)(=O)C1 (stereo not given) | 1% | -4% | . | 4% | 9% | 3% | 19 | . | -1 | . | -8%
O=C(CSc1nnc(-c2c[nH]c3ccccc23)o1)c1ccccc1 | -17% | 28% | -20% | 9% | 30% | 9% | 12 | -2% | -6 | -1 | -5%
CN(C)S(=O)(=O)Oc1ccccc1C(=O)Nc1ccc(F)cc1F | 0% | -2% | -18% | 2% | -6% | -2% | 16 | 6% | 7 | 2 | ?
CCOC(=O)N1CCN(C(=O)COC(=O)c2cccc(S(C)(=O)=O)c2)CC1 | -2% | -12% | . | 1% | 1% | 5% | -6 | . | 12 | . | -6%
C=CCNC(=S)Nc1cccc2[nH]ncc12 | 7% | -5% | -16% | -6% | 4% | 2% | -16 | 1% | 7 | -15 | -4%
COc1ccnc(Oc2ccc(F)cc2)c1C(=O)N/C=N/OCc1c(Cl)cccc1Cl | 2% | -2% | 18% | -8% | 0% | -10% | 2 | -14% | -6 | 2 | -8%
N=c1sccn1CC(=O)Nc1ccc([N+](=O)[O-])cc1Cl | -2% | -9% | -1% | -1% | 0% | 1% | -8 | 10% | ? | 2 | -2%
CCc1ccc(NCc2ccc(OC)c(Cn3ccnc3)c2)cc1 | ? | 0% | -21% | ? | -7% | -14% | -8 | ? | 15 | -3 | -1%
CCOC(=O)c1cc(C(=O)OCC)cc(-n2cc(O)c(C(=O)OCC)n2)c1 | -1% | 0% | ? | 0% | 0% | . | -4 | 11µM* | 19 | . | -4%
CC1=CC(C)(C)NC(=O)N1c1ccc(C)cc1 | -17% | 0% | 6% | 4% | 0% | 3% | 1 | -3% | -12 | 1 | -1%
CN1CCN(c2ccccc2NC(=O)Cn2ncc3c([nH]c4ccccc43)c2=O)CC1 | 3% | -4% | -7% | -4% | 1% | 12% | 14 | 3% | -23 | . | 3%
CCN(CC(=O)NCc1cccs1)S(=O)(=O)c1c(F)cccc1F | 0% | -2% | . | 0% | 3% | 10% | -7 | . | 1 | . | 2%
Cc1ccc(NC(=O)C2CCCN(c3cnccn3)C2)c(C)c1 (stereo not given) | 3%&-8% | 6% | 2% | -5% | 9% | 19% | -5 | 3% | -2 | . | 3%
COC(=O)NCC(c1cccnc1)N1CCN(c2ccccc2)CC1 (stereo not given) | 2% | -2% | 2% | -1% | -5% | -6% | -22 | -10% | -11 | 1 | -2%
CNS(=O)(=O)c1cccc(C(=O)OCC(=O)Nc2ccc(N3CCCCC3)cc2)c1 | ? | 4% | ? | 0% | ? | -9% | 3 | 0% | -14 | -2 | -1%
CCOCCCNC(=S)NCCCNc1nc2cc3c(cc2cc1C#N)OCO3 | -15% | 0% | ? | -9% | -12% | 3% | 2 | 7%[0.365 µM] | -3 | -6 | -5%
N#CCCN(Cc1ccncc1)C(=S)NC1CC2C=CC1C2 (stereo not given) | -1% | 1% | 4% | 0% | 3% | -4% | 9 | 2% | 8 | 6 | 0%
CCc1ccc(CN(C)C(=O)C2CCC(=O)N(CCCN3CCCC3=O)C2)cc1 (stereo not given) | -3% | -2% | -7% | 0% | 0% | -2% | -24 | -12% | -2 | 2 | -1%
Cc1ccc(-c2nc3ccccc3o2)cc1NC(=O)c1ccc2c(c1)OCO2 | ? | ? | ? | 7.3µM* | -4% | 6% | -7 | 7% | 7 | 2 | 2%
CN(C)c1ccc(/C=N/Nc2cc(N3CCOCC3)nc(N3CCOCC3)n2)cc1 | ? | -7% | 26% | 8% | 2% | -4% | -7 | -2% | 28 | -14 | 1%
Next part:
SMILES | FLuc modulator | NPC1 promoter act | RORg inh | ELG1 genotoxic | Rab9 promoter act | uPA generation | Giardia kill | VP16 counter | KCNH2 3.1 block | FBPA coupling cs | Tb PFK inh
CC(C)(C)N(NC(=O)Nc1ccccc1)C(=O)c1ccccc1Cl | 6% | -2% | 3% | -1% | 0% | 6% | 2 | -1% | 15 | -4 | 0%
Cc1ccc(-c2cc(C(F)(F)F)n3ncc(C(=O)N4CCN(C)CC4)c3n2)cc1 | 6% | -4% | 5% | -1% | 2% | 11% | 19 | -7% | 11 | 2 | 1%
Cc1c(NC(=O)/C(=C\c2ccccc2)NC(=O)c2ccccc2)c(=O)n(-c2ccccc2)n1C | 0% | -1% | -5% | 1% | -3% | 4% | -2 | 7% | 3 | -4 | -3%
CN(C(=O)CCNC(=O)N1CC(=O)Nc2ccccc21)C1CCCCC1 | 3% | -2% | -16% | 0% | 12% | 1% | -8 | 2% | 10 | 1 | 0%
CN(C)c1nc(N)nc(CSc2nnnn2-c2ccccc2)n1 | -2% | -2% | ? | -4% | 13% | . | 11 | 2% | 2 | 1 | 0%
O=C(NC(=S)NC1CCSC1=O)c1cccs1 (stereo not given) | -9% | -1% | -30% | 4% | -6% | -1% | -20 | ? | 10 | 0 | 0%
O=C(COC(=O)C1CCN(S(=O)(=O)c2ccc3c(c2)OCCO3)CC1)Nc1ccccc1OC(F)F | ? | -2% | -6% | -1% | -2% | 1% | -10 | -1% | -13 | 3 | -1%
CCC1(C)Cc2ccccc2-c2nc(NCCCO)n(-c3ccccc3)c(=O)c21 (stereo not given) | -1% | -2% | 41% | -13% | 0% | -3% | -11 | -12% | -9 | 4 | 1%
CCOC(=O)c1sc(S(C)(=O)=O)c2c1CCc1conc1-2 | 1% | -4% | -1% | -5% | -2% | -1% | -5 | -11% | -4 | 1 | 0%
CCOC(=O)C(C)Sc1nc(=O)n2ccccc2n1 (stereo not given) | -1% | 0% | -1% | 2% | -36%[inhibitor] | -3% | 6 | 1% | -4 | -4 | 3%
CCCCc1nc(SCC(=O)N2CCCCC2)c2c(=O)n(C)c(=O)n(C)c2n1 | 0% | -1% | . | -5% | 0% | 2% | -9 | . | 10 | . | -5%
CCN(CC(=O)Nc1c(F)cccc1F)C(=O)c1cccc(-n2cnnn2)c1 | 8% | 1% | . | -1% | -14% | -6% | -2 | . | 0 | . | 2%

Sorted by value in Rab9 promoter act (ascending): 3 from the list above
smiles | NPC1 promoter act | Rab9 promoter act | uPA generation | Tb PFK inh
O=C(NC(=S)NC1CCSC1=O)c1cccs1 (stereo not given) | -1% | -6% | -1% | 0%
COC(=O)NCC(c1cccnc1)N1CCN(c2ccccc2)CC1 (stereo not given) | -2% | -5% | -6% | -2%
CN(C(=O)CCNC(=O)N1CC(=O)Nc2ccccc21)C1CCCCC1 | -2% | 12% | 1% | 0%

2 records drawn at random from the list so far:
SMILES | FLuc modulator | NPC1 promoter act | RORg inh | ELG1 genotoxic | Rab9 promoter act | uPA generation | Giardia kill | VP16 counter | KCNH2 3.1 block | FBPA coupling cs | Tb PFK inh
CC1=CC(C)(C)NC(=O)N1c1ccc(C)cc1 | -17% | 0% | 6% | 4% | 0% | 3% | 1 | -3% | -12 | 1 | -1%
CCOC(=O)N1CCN(c2nc(C(F)(F)F)nc3c(C)cc(C)cc23)CC1 | 3% | . | ? | . | . | -5% | -6 | 20µM* | -6 | -2 | .

Taken from the entries so far, 2 compounds:
SMILES | FLuc modulator | NPC1 promoter act | RORg inh | ELG1 genotoxic | Rab9 promoter act | uPA generation | Giardia kill | VP16 counter | KCNH2 3.1 block | FBPA coupling cs | Tb PFK inh
CCCCc1nc(SCC(=O)N2CCCCC2)c2c(=O)n(C)c(=O)n(C)c2n1 | 0% | -1% | . | -5% | 0% | 2% | -9 | . | 10 | . | -5%
CCN(CC(=O)Nc1c(F)cccc1F)C(=O)c1cccc(-n2cnnn2)c1 | 8% | 1% | . | -1% | -14% | -6% | -2 | . | 0 | . | 2%

Assay outcomes deposited in PubChem by National Center for Advancing Translational Sciences (NCATS).
